# TSG101-PTAP inh: blocks PTAP/TSG101 interaction to inhibit HIV-1 budding; Potency, µM (series often up to 115 µM), for the others: at the highest dose activity change, negative = inhibition, hits mostly inhibitors; 340,000 tested, under 10 active; Fluorescence polarization, FITC-PTAP peptide / Tsg101 binding; Q99816; active means well fitted inhibition curve with a large enough effect in the main read-out, with a control signal flat, not every such curve was filed as active; inconclusive means small, poorly fitted or top-dose-only effect, or effect the other way, or a change in a side signal; inactive means no such curve, though single readings can be large or run the other way; further: potency means the concentration at half of the fitted maximal effect; % of control where 0% means no effect
# Target sequence (Q99816 whole entry, looked up): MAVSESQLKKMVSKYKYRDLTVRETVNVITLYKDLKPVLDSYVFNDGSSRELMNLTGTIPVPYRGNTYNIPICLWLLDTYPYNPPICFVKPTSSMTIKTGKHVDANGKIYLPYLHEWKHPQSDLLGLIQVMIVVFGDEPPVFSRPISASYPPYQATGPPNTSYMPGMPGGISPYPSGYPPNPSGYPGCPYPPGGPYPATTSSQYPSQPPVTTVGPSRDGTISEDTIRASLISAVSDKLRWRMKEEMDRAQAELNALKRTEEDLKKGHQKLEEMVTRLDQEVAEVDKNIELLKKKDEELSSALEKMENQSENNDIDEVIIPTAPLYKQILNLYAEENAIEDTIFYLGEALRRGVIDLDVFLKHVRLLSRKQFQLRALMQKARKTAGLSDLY
#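 Fluorescence anisotropy tracks displacement of a FITC-tagged PTAP peptide (50 nM) from the Tsg101 binding domain (10 uM), following a 20 min room-temperature incubation at pH 7.5.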
# BCR signal inh: chronic active BCR signaling inhibition; Potency, µM (series often up to 46.1 µM), for the others: top-dose ratio change, negative = lower green/red ratio, hits mostly inhibitors; AID 493014; ABC-DLBCL IkBa-CBG/CBR reporter, luminescence ratio, 4 h; 340,000 compounds, 0.05% hits; active means well fitted inhibition curve with a large enough effect in the signal ratio, with a control signal flat, not every such curve was filed as active; inconclusive means small, poorly fitted or top-dose-only effect, or effect the other way, or a change in a side signal; the % refers to the signal ratio;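 further: potency means the concentration at half of the fitted maximal effect; plate controls were basal doxycycline-induced cells for no effect and cells given 10 µM MG132 for full effect; MG132 reads +100%, hits lower the ratio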
#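 Cell line TMD8 (human ABC DLBCL), stably expressing tet-inducible CBG68-IkBa fusion and CBR; IMDM/0.5% FBS; cpd up to 46 uM; dox induction, 4 h, 37C/5% CO2; dual luminescence; green/red ratio; MG132 control.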
# Mito fusion yeast: blocks mitochondrial division or promotes mitochondrial fusion; S. cerevisiae fusion-defective mutant growth rescue, CellTiterGlo 48 h; Potency, µM (highest dose often 46.1 µM), without a hit: at the top dose growth rescue (activation), usual class: activators; 320,000 compounds, 0.23% hits; AID 485298;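 further: potency means the concentration at half of the fitted maximal effect; % of control where 0% means no effect; nearly all actives have a fitted effect of over 45% in size; temperature-sensitive fusion mutants such as fzo1-1 at 37 °C on non-fermentable ethanol glycerol medium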
#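 Luminescent cell viability in 1536-well qHTS format served as the measure of rescued growth in ts fusion-mutant S. cerevisiae cultured on non-fermentable YPEG for 48 hours at 37C.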
# Integrin act MD: activates integrin-mediated alleviation for muscular dystrophy. alpha7betagal myoblasts, beta-gal FDG fluorescence, 48 h. Potency, µM (series often up to 38.3 µM), without a hit: top-dose activation, most hits filed as activators. AID 624291. 350,000 compounds, 0.064% hits;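 further: potency means the concentration at half of the fitted maximal effect; 100% = response of the positive control SU9516; nearly all actives have a fitted effect of over 60% in size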
#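 Alpha7betagal+/- myoblasts (passage 13) were plated 16-24 hr, then exposed to compounds (1:260 dilution of DMSO stock) for 48 hours at 37C. After MPER lysis, β-galactosidase reporter activity was read as FDG fluorescence (ex 480/em 540) after 30 minutes.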
# Eya2 phos inh: Eya2 (human) phosphatase inhibition; O00167; recombinant Eya2, OMFP fluorescence dephosphorylation (OMFP is methylfluorescein phosphate); Potency, µM (titrated, usually from 76.9 µM), for inactives: at the top dose activity, negative = inhibition, usual class: inhibitors; 330,000 compounds, 0.006% hits; AID 488837; further: potency means the concentration at half of the fitted maximal effect; on the % scale 0 is the no-effect control and ±100 the full control effect
#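 Eya2 protein (added as 0.2 uM solution) was preincubated with compound for 10 min at ambient temperature in 50 mM HEPES pH 7.5, 50 mM NaCl, 5 uM MgCl2, 0.05% BSA, 1 mM DTT. OMFP (added at 50 uM) then reacted 10 min; fluorescence read at 485/525 nm.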
# Tb PFK inh: inhibitors of T. brucei phosphofructokinase; O15648; T. brucei PFK, ADP-Glo luminescence; Potency, µM (titrated, usually from 57.5 µM), for the others: at the highest dose activity, negative = inhibition, actives largely listed as inhibitors; 330,000 compounds, 0.17% hits; AID 485367;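 further: potency means the concentration at half of the fitted maximal effect; 0% = uninhibited 1x PFK enzyme wells and -100% = no-enzyme wells; nearly all actives have a fitted effect of over 60% in size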
#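 1.25 nM PFK with 0.5 mM F6P and 0.1 mM ATP in 0.1 M TEA pH 8.0, 5 mM MgCl2, incubated 45 min at room temperature; ADP measured by ADP-Glo luminescence; compounds titrated up to 57 uM.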
# A-T KAP1 phos: potential ataxia-telangiectasia treatment; […] A-T fibroblasts, KAP-1 phosphorylation AlphaLISA; neocarzinostatin DNA damage 30 min before lysis; Potency, µM (top dose mostly 57.5 µM), for the others: at the top dose activation, actives largely listed as activators; 320,000 compounds, 0.19% hits; AID 485349; further: potency means the concentration at half of the fitted maximal effect; % of control where 0% means no effect; nearly all actives have a fitted effect of over 45% in size
#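 hTERT-immortalized A-T patient fibroblasts ([…]), 500 cells/well in OPTI-MEM, 1% FBS, got compounds for 60 min, then NCS for 30 min at 37C. Lysates were then assayed for phospho-KAP-1 by AlphaLISA (anti-pKAP1 donor, anti-KAP1 acceptor beads), 6 hr at 25C.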
# S-ASM inh: blocks human secretory acid sphingomyelinase | 340,000 compounds, 0.006% hits | placental ASM, HMU-PC fluorogenic substrate, 60 min | Potency, µM (series often up to 57.5 µM), without a hit: at the highest dose activity change, negative = inhibition, usual class: inhibitors | P17405; further: potency means the concentration at half of the fitted maximal effect
#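 Human placenta-derived ASM preincubated with compound 10 min at room temperature, then reacted with 9 uM (final) fluorogenic HMU-PC substrate for 60 min at 37 C. Stop solution raises pH to 10; fluorescence read at Ex 386/Em 447 nm.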
# TCR act: activates T cell receptor signaling; 330,000 tested, under 10 active; primary human leukocytes, anti-CD3, IL-2 HTRF, 48 h; Potency, µM (top dose mostly 9.22 µM), inactives show at the highest dose activation of IL-2 secretion, hits mostly activators; AID 504894; further: % of control where 0% means no effect
#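 Primary human leukocytes incubated 48 hr with anti-CD3 beads plus compound, without co-stimulation. Secreted IL-2 measured by HTRF (europium cryptate/d2 anti-IL-2 pair, 320 nm excitation, 665 nm emission).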
# TSHR antag: antagonists of human thyroid stimulating hormone receptor. AID 504810. P16473. TSHR-expressing cells, TSH-stimulated cAMP HTRF, 2 h; active compounds read low. 330,000 compounds, 0.2% hits. activity change, negative = inhibition, % at 11.5 µM;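 active means activity change below a set negative limit, meaning inhibition stronger than a set level, cut at about -70% in these data; inconclusive means activity change between two set negative limits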; further: on the % scale 0 is the no-effect control and ±100 the full control effect
#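 TSHR-expressing cells were treated with compounds, then stimulated with TSH at EC80 (4nM final) for 2 hours at 37 deg C. Cellular cAMP was measured by HTRF competition between lysate cAMP and cAMP-d2 for a cryptate-labelled anti-cAMP antibody.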
# ELG1 repair inh: blocks ELG1-dependent DNA repair in HEK293T cells. HEK293T ELG1-luciferase reporter, luminescence, 16 h; DNA damage induced by 5-fluorouridine. Potency, µM (series often up to 46.1 µM), for inactives: top-dose activity change, negative = inhibition, most hits filed as inhibitors. AID 504467. 330,000 compounds, 2.3% hits; further: potency means the concentration at half of the fitted maximal effect; on the % scale 0 is the no-effect control and ±100 the full control effect; nearly all actives have a fitted effect of over 55% in size
#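 Overnight (16 hr) co-exposure of 2,000 cells/well to 5-fluorouridine and compound at 37 °C preceded detection. Luciferase was quantified via ONE-Glo luminescence; loss of signal denotes inhibition.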
# * hit, by the source's call; ? = inconclusive; / = not tested or not shown; [ ] = another dose, or the depositor's remark. Unless noted, the call rests on the fitted dose curve; in most records, active means well fitted curve in the direction sought with a large enough effect; inconclusive means small, poorly fitted or top-dose-only effect, or another doubt; inactive means no such curve, though single readings can be large; an effect the other way counts as inactive or inconclusive.
# Short keys – A = TSG101-PTAP inh; B = BCR signal inh; C = Mito fusion yeast; D = Integrin act MD; E = Eya2 phos inh; F = Tb PFK inh; G = A-T KAP1 phos; H = S-ASM inh; I = TCR act; J = TSHR antag; K = ELG1 repair inh
CC(C)Cc1ccc(/C=C/C(=O)N2CCCCC2)cc1
  A = -3% | B = ? | C = -3% | D = 1% | E = -6% | F = 0% | G = 3% | H = -1% | I = 4% | J = -20 | K = ?

CC(=O)c1ccc(S(=O)(=O)Nc2ccc3c(c2)OCO3)cc1
  A = -7% | B = -1% | C = / | D = -13% | E = -20% | F = -2% | G = 3% | H = -2% | I = -6% | J = 4 | K = -4%

O=C(/C=C/c1ccco1)N/C(=C\c1ccccc1)C(=O)NCCc1nc2ccccc2[nH]1
  A = -1% | B = ? | C = -7% | D = 0% | E = -3% | F = 0% | G = -3% | H = -2% | I = 8%[46.1 µM] | J = 3 | K = -1%

CCOC(=O)CC(=O)NC1(Cc2ccc(O)cc2)CCCCC1
  A = 0% | B = -1% | C = 8% | D = 25% | E = 8% | F = 0% | G = -6% | H = 5% | I = 1% | J = 3 | K = -2%

C=CCNC(=O)CSc1nnc(-c2ccccc2Br)n1-c1cccc(C(F)(F)F)c1
  A = 0% | B = 0% | C = -1% | D = 2% | E = -3% | F = 2% | G = -4% | H = -1% | I = -3%[46.1 µM] | J = -16 | K = -10%

O=C(N/N=C/c1cccnc1)c1cc(-c2ccccc2)nc2ccccc12
  A = 0% | B = -5% | C = -9% | D = -32% | E = -5% | F = 5% | G = -4% | H = 5% | I = 0% | J = -2 | K = ?

CC1CN(C(=O)CCC(=O)NC(C)c2ccccc2)c2cc(Cl)ccc2O1 (centres undefined)
  A = -1% | B = ? | C = 8% | D = -25% | E = 3% | F = 3% | G = ? | H = 2% | I = -1% | J = 25 | K = -1%

CCOC(=O)N1CCN(S(=O)(=O)c2ccc3c4c(cccc24)C(=O)N3)CC1
  A = 0% | B = -12% | C = 0% | D = -2% | E = 7% | F = -7% | G = 8% | H = 316%[activator] | I = / | J = 12 | K = 4%

O=C(O)C1CCCCC1C(=O)N1CCCC1 (centres undefined)
  A = -1% | B = -12% | C = -5% | D = -8% | E = 0% | F = 3% | G = 9% | H = 3% | I = / | J = -9 | K = 4%

O=C(Nc1ccc(F)cc1)c1ccc2ncsc2c1
  A = -1% | B = ? | C = -47%[inhibitor] | D = 37% | E = -30% | F = 0% | G = -10% | H = -3% | I = 16% | J = 2 | K = ?

Cc1nn(CC(=O)N2CCOCC2)c(=O)c2c1sc1ccccc12
  A = -13% | B = -3% | C = 1% | D = 41% | E = 6% | F = 1% | G = -10% | H = 5% | I = -1% | J = 1 | K = 15%

O=S(=O)(/C=C/c1ccccc1)N1CCN(c2cccc(Cl)c2)CC1
  A = -7% | B = ? | C = 0% | D = 4% | E = 5% | F = -3% | G = 2% | H = -2% | I = -1% | J = -11 | K = -1%

CN(C(=O)C(C)(C)C)c1ccc(OCC(=O)N2CCc3ccccc3C2)cc1
  A = -3% | B = -11% | C = -2% | D = 0% | E = 3% | F = -2% | G = 4% | H = 2% | I = -5% | J = -15 | K = ?

CCc1ccc(S(=O)(=O)N2CCN(Cc3ccco3)CC2)cc1
  A = 2% | B = 0% | C = 0% | D = 6% | E = 1% | F = -5% | G = -3% | H = 5% | I = / | J = -10 | K = 6%

Cc1ccccc1C(=O)N1CCN(S(=O)(=O)c2cccs2)CC1
  A = -2% | B = -1% | C = 3% | D = ? | E = 14% | F = 0% | G = 1% | H = 0% | I = 5% | J = 8 | K = 11%

CCN(CC)CCCN=Cc1c(-c2ccccc2)[nH]n(-c2nc3ccccc3s2)c1=O
  A = -4% | B = ? | C = 4% | D = 3% | E = -10% | F = -3% | G = -10% | H = 2% | I = 8% | J = -1 | K = ?

O=C(CCOc1ccccc1)Nc1ccccc1[N+](=O)[O-]
  A = 0% | B = -19% | C = -2% | D = 6% | E = -4% | F = 0% | G = -2% | H = 0% | I = 11% | J = -3 | K = ?

Cc1ccc(N=C(NOC(=O)c2ccccc2)c2nonc2N)c(C)c1
  A = -2% | B = -12% | C = 0% | D = 37% | E = -6% | F = 2% | G = 5% | H = -18% | I = -6% | J = 0 | K = -1%

# Screening data from PubChem.
